Screening data from PubChem.
GLP1R inv ag: inverse agonists of human GLP-1 receptor. AID 624417. Potency, µM (doses to about 38.3 µM), for inactives: at the top dose activity change, negative = inhibition, actives largely listed as inhibitors. HEK293 GLP-1R CRE-luciferase, luminescence, 24 h; GLP-1R form is constitutively active. actives 1.6% (n = 410,000); note: potency is the fitted concentration of half-maximal effect; % is set by controls: 0 for no effect and ±100 for the full control effect; nearly all actives have a fitted effect of over 55% in size
Target sequence (P43220 whole entry, looked up): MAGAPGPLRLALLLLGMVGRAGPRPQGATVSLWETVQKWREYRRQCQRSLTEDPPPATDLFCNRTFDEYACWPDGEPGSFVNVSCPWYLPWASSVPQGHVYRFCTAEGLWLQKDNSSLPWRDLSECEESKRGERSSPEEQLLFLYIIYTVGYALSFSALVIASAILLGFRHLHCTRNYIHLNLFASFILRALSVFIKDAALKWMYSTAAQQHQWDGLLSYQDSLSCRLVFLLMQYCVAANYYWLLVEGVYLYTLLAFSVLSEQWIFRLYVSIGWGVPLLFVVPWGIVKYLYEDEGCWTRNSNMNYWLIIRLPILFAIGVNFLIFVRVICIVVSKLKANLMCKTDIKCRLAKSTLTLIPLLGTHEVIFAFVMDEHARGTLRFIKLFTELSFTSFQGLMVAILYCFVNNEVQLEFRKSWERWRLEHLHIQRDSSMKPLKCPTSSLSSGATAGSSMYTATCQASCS
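HEK293 cells stably co-expressing constitutively active GLP-1R and a cAMP-responsive luciferase reporter were seeded in DMEM with 10% Nu serum, given compounds after 12 h, and incubated 24 h at 37 deg C. Luminescence was then read.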
MmCpn inh: inhibitors of Methanococcus maripaludis chaperonin (MmCpn) | actives 0.031% (n = 330,000) | Potency, µM (doses to about 76.9 µM), for the others: top-dose activity, negative = inhibition, most hits filed as inhibitors | purified Mm-Cpn ATPase, ADP Transcreener TR-FRET; note: potency is the fitted concentration of half-maximal effect; % is set by controls: 0 for no effect and ±100 for the full control effect; nearly all actives have a fitted effect of over 80% in size
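Reaction buffer contained 30 mM Tris pH 7.4, 100 mM KCl, 5 mM MgCl2 and 1 mM DTT. Mm-CPN (25 nM final) hydrolysed 10 uM ATP over 30 min at 37°C; ADP was read by HTRF.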
PTHR1 ag: activates the human parathyroid hormone receptor PTHR1; HEK293 GP2 PTHR1 cells, GloSensor cAMP luminescence, 1 h; Q03431; Potency, µM (highest dose often 115 µM), for inactives: top-dose activation, most hits filed as activators; actives 0.075% (n = 410,000); note: potency is the fitted concentration of half-maximal effect; nearly all actives have a fitted effect of over 55% in size; some results filed as inactive show a strong effect at the top dose; inactives centre near -15; many of its hits are not listed in these tables
Target sequence (Q03431 whole entry, looked up): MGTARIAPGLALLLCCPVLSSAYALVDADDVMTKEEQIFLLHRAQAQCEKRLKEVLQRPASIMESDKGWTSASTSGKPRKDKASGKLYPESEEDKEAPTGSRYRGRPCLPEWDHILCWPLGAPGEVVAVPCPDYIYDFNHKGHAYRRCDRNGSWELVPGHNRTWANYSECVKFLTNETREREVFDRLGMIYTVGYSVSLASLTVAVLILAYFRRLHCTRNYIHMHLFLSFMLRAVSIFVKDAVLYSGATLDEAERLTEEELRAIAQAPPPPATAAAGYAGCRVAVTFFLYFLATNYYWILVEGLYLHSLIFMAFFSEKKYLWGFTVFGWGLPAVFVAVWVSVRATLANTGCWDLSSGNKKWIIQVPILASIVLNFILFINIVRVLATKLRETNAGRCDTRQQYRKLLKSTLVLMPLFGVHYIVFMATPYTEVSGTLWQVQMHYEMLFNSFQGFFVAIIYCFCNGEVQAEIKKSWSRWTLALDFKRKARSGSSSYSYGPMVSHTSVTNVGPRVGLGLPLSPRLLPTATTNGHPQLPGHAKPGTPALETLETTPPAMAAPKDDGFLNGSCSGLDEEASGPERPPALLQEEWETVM
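HEK-293-derived GP2 cells expressing PTHR1 and a GloSensor cAMP reporter, 3,000/well, plated overnight, given luciferin plus IBMX (each 0.5 mM as added) for 1 h at 37 °C, then compound for 1 h at 37 °C. Luminescence was read after 15 min at room temperature.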
GLP1R cytotox: cytotoxic in the GLP-1 receptor inverse agonist counter-screen; HEK293 cAMP-luciferase reporter cells, luminescence, 24 h; Potency, µM (top dose mostly 38.3 µM), for inactives: at the top dose activity change, negative = inhibition, most hits filed as inhibitors; actives 0.13% (n = 410,000);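 note: loss of luciferase light is scored as toxicity; potency is the fitted concentration of half-maximal effect; % is set by controls: 0 for no effect and ±100 for the full control effect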
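1536-well qHTS counterscreen of the MLSMR; 200 cells/uL, 12 h pre-incubation, 23 nL cpd, 24 h at 37 deg C 5% CO2, luciferase detection reagent, 12 min RT, luminescence. Inhibition = undesired.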
aSyn rescue: alpha-synuclein toxicity inhibition in yeast | Potency, µM (doses to about 46.1 µM), for the others: top-dose growth rescue (activation), actives largely listed as activators | Yeast expressing alpha-synuclein, growth rescue, BacTiter-Glo, 24 h | actives 0.14% (n = 370,000); note: potency is the fitted concentration of half-maximal effect; % of control where 0% means no effect; nearly all actives have a fitted effect of over 65% in size
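Rescue of yeast growth: cells expressing toxic alpha-synuclein, induced in galactose at OD600 0.02, incubated with compound 24 h at 30 C. ATP luminescence quantified growth; inhibitors of toxicity appear as activators.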
FUS yeast rescue: FUS proteinopathy suppression in yeast. S. cerevisiae FUS-expressing, growth rescue, OD600, 24 h. Potency, µM (titrated, usually from 76.6 µM), for inactives: at the highest dose growth rescue (activation), actives largely listed as activators. actives 0.24% (n = 390,000);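 note: potency is the fitted concentration of half-maximal effect; plate controls were DMSO vehicle for no effect and reference control for full effect; nearly all actives have a fitted effect of over 55% in size; some results filed as inactive show a strong effect at the top dose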
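FUS-expressing yeast, raffinose-pregrown, induced in 2% galactose minimal medium at OD 0.005; compounds in a dilution series, 24hr at 30C. Growth restoration read as absorbance at 600 nm. CP55940 positive control, DMSO negative.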
Abeta yeast res: compounds reversing amyloid beta toxicity in yeast; yeast expressing A-beta42, growth rescue, OD600, 48 h; response scale: 0% DMSO, 100% iron-clioquinol control; Potency, µM (top dose mostly 46.1 µM), for inactives: at the top dose growth rescue, usual class: activators; actives 0.063% (n = 410,000); note: potency is the fitted concentration of half-maximal effect; nearly all actives have a fitted effect of over 55% in size
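Yeast A-beta toxicity model in growth medium with pinned compounds, 48 h at 30 C; growth read as absorbance at 600 nm. Normalized to FeCl3/clioquinol equimolar mix (positive) and DMSO (negative).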
TDP43 rescue: TDP-43 toxicity inhibition in yeast | actives 1.8% (n = 410,000) | AID 652104 | Potency, µM (top dose mostly 46.1 µM), inactives show at the top dose growth rescue (activation), usual class: activators | TDP-43 expressing yeast growth rescue, BacTiter-Glo, 24 h; note: potency is the fitted concentration of half-maximal effect; % of control where 0% means no effect; nearly all actives have a fitted effect of over 50% in size
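Yeast cells expressing TDP-43 under galactose induction are exposed to compounds for 24 hr at 30 deg C. BacTiter-Glo luminescence measures growth, so protective compounds score as activators.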
pAkt inh: Akt phosphorylation inhibition. AID 651550. actives 0.32% (n = 360,000). activity change, % for hits at 50 µM. Neuro2A IGF-stimulated pAkt S473 HTRF, 20 min; stronger effect = lower value; in the data active = activity change below about -80%; inconclusive = mostly about -51% to -80%; note: % is set by controls: 0 for no effect and ±100 for the full control effect
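Neuro2A cells (4,500/well, DMEM with 0.5% FBS) were treated with compound at a single 50 µM final concentration, stimulated with 6 nM IGF for 20 min at 37 °C, and lysed. Phospho-Akt Ser473 was read by HTRF as 665/615 ratio ×10^4.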
* = called active by the depositor; i = inactive; ? = inconclusive; · = no result given; & = joins results of further samples; [ ] = remark or other dose. Unless noted, calls come from the whole dose curve; as a rule, active = well fitted curve in the direction sought with a large enough effect; inconclusive = small, poorly fitted or top-dose-only effect, or another doubt; inactive = no such curve, though single readings can be large; an effect the other way counts as inactive or inconclusive. An excerpt. The share of hits here may be higher or lower than overall.

Field names: A = GLP1R inv ag; B = MmCpn inh; C = PTHR1 ag; D = GLP1R cytotox; E = aSyn rescue; F = FUS yeast rescue; G = Abeta yeast res; H = TDP43 rescue; I = pAkt inh
> CCOC(=O)c1sc(NC(C)=O)c(C(=O)OCC)c1C
  A: 14%; B: 0%; C: i; D: -14%; E: 6%; F: -2%; G: -13%; H: -10%; I: i

> Cc1cccc(C(=O)OC(C)CN2CCOCC2)c1 (configuration not stated)
  A: 10%; B: -1%; C: -10%; D: 4%; E: 1%; F: 10%; G: 3%; H: 23%[9.22 µM]; I: i

> COc1ccc2nc3oc(C(=O)NC4CCN(Cc5ccccc5)CC4)cc3cc2c1
  A: 10%; B: ?; C: i; D: 2%; E: -5%; F: 21%; G: -14%; H: -2%; I: i

> COC(=O)CCCN1C(=O)c2cccc3cccc(c23)C1=O
  A: 22%; B: 0%; C: -38%[inhibitor]; D: 3%; E: 11%; F: 12%; G: -12%; H: ?; I: i

> O=C(NCCCN1CCOCC1)c1ccc(CS(=O)(=O)c2cccc(C(F)(F)F)c2)o1
  A: 6%; B: -1%; C: i; D: 4%; E: -9%; F: 9%; G: -8%; H: -15%; I: i

> Cc1sc2ncnc(NC3CCN(Cc4ccccc4)CC3)c2c1C
  A: ?; B: 0%; C: -20%; D: -25%; E: 12%; F: 9%; G: -4%; H: 15%; I: i

> CCCC(=O)Nc1c(C(=O)N2CCN(c3ccccc3)CC2)oc2ccccc12
  A: ?; B: ·; C: i; D: -3%; E: ·; F: 15%; G: -8%; H: 24%; I: ·

> CCOc1ccc(C(=O)Nc2ccc3oc(-c4cccnc4)nc3c2)cc1
  A: 3%; B: ·; C: i; D: 9%; E: ·; F: -8%; G: 5%; H: 0%; I: ·

> O=C(CCNS(=O)(=O)c1ccc(Br)s1)NCc1ccc(F)cc1
  A: -25%; B: 3%; C: -8%; D: -1%; E: -1%; F: 8%; G: 14%; H: -15%; I: i

> c1cnc(N2CCN(c3ncc4c(n3)CCNC4)CC2)nc1
  A: 16%; B: ·; C: -28%; D: -13%; E: ·; F: -8%; G: -89%[inhibitor]; H: -77%[inhibitor]; I: ·

> Cn1c(SCC2CCCO2)nnc1-c1ccncc1 (configuration not stated)
  A: 11%; B: -2%; C: -6%[57.5 µM]; D: 8%; E: -6%; F: 10%; G: 6%; H: 0%; I: ·

> Cc1cccc(OCc2nnc(SCC(=O)NCc3ccc4c(c3)OCO4)o2)c1
  A: -22%; B: ·; C: -9%; D: -14%; E: 1%; F: 11%; G: 1%; H: -8%; I: i

> CCn1cc(CN2CCC(C(=O)Nc3cccc(-c4cccc(Cl)c4)c3)CC2)c(C)n1
  A: ?; B: -9%; C: i; D: ?; E: 7%; F: 7%; G: -13%; H: -8%; I: i

> CN(C)C(=O)CSc1cccc2cccnc12
  A: 2.8µM*; B: 0%; C: i; D: 2.5µM*; E: -5%; F: -22%; G: 6%; H: 0%; I: i

> CCOC(=O)c1c(C)oc2nc(C)nc(NCC3CCN(Cc4ccc(Cl)cc4)CC3)c12
  A: 3%; B: ·; C: 11%; D: 21%; E: ·; F: -17%; G: -20%; H: 7%; I: ·

3 compounds from above with just GLP1R cytotox and PTHR1 ag.
Compound	GLP1R cytotox	PTHR1 ag
CCOC(=O)c1c(C)oc2nc(C)nc(NCC3CCN(Cc4ccc(Cl)cc4)CC3)c12	21%	11%
CCOc1ccc(C(=O)Nc2ccc3oc(-c4cccnc4)nc3c2)cc1	9%	i
CN(C)C(=O)CSc1cccc2cccnc12	2.5µM*	i

(next part)
Field names: A = GLP1R inv ag; B = MmCpn inh; C = PTHR1 ag; D = GLP1R cytotox; E = aSyn rescue; F = FUS yeast rescue; G = Abeta yeast res; H = TDP43 rescue; I = pAkt inh
> CCCCC1CC2=C(C(=O)OC(C)(C)O2)C(c2ccc(Cl)cc2)O1 (configuration not stated)
  A: ?; B: ·; C: -15%; D: -1%; E: 11%; F: 4%; G: -1%; H: -6%; I: i

> COc1ccc(S(=O)(=O)N/N=C\c2ccccc2F)cc1
  A: 22%; B: 1%; C: -8%; D: 1%; E: -5%; F: 9%; G: 29%; H: -8%; I: i

> Cc1cc(C)c(Cn2c3ccccc3c3cnn(CC(=O)NCc4ccccn4)c(=O)c32)c(C)c1
  A: -7%&10%; B: 1%; C: -18%&-8%; D: 1%&0%; E: 2%; F: 31%&9%; G: -5%&-8%; H: -18%; I: i

> CC(=O)Nc1cc2oc3ccccc3c2cc1[N+](=O)[O-]
  A: 5%; B: ·; C: -3%; D: 14%; E: 2%; F: 14%; G: -22%; H: 0%; I: i

> Cc1ccc(CNC(=O)C(C(C)C)N2Cc3ccccc3C2=O)cc1 (configuration not stated)
  A: -21%; B: ·; C: -17%; D: -2%; E: ·; F: 3%; G: -10%; H: 24%; I: ·

> NC(=O)c1ccc(SCC(=O)OCC(=O)NCc2cccs2)c([N+](=O)[O-])c1
  A: 1%; B: 0%; C: i; D: 0%; E: 2%; F: 4%; G: -1%; H: 13%; I: i

> O=C(NCc1ccco1)c1cc2sccc2n1Cc1ccccc1
  A: ?; B: -8%; C: i; D: 0%; E: -10%; F: 12%; G: -14%; H: 13%; I: ?

> COc1ccc(S(=O)(=O)NCC(c2ccc3c(c2)OCO3)N2CCN(c3ccccc3)CC2)cc1 (configuration not stated)
  A: ?; B: -5%; C: -12%; D: 1%; E: 8%; F: 7%; G: 4%; H: -25%; I: i

> C/C(=N\NC(=O)c1ccc(Cl)c(Cl)c1)c1ccccn1
  A: ?; B: 1%; C: -2%; D: ?; E: 4µM*; F: -3%; G: -46%[inhibitor]; H: 7.1µM*; I: i

> Cc1ccc(-c2cc(C(=O)N(C)Cc3cnn(C)c3C)c3cc(Br)ccc3n2)cc1
  A: 15%; B: -29%; C: -55%[inhibitor]; D: 12%; E: 5%; F: ·; G: 6%; H: ?; I: i

> CCN1C(=O)c2cccc3c(NC(=O)c4ccccc4)ccc1c23
  A: 31%[activator]; B: -1%; C: -10%[57.5 µM]; D: 4%; E: -13%; F: 10%; G: 6%; H: -8%; I: i

> CCOC(=O)c1ccc(N2C(=O)C3CC=CCC3C2=O)cc1 (configuration not stated)
  A: 16%; B: -3%; C: i; D: -9%; E: 4%; F: -2%; G: -14%; H: -7%; I: i

> Cc1cccc(C(=O)N/C(=C\c2ccco2)C(=O)N2CCCCCC2)c1
  A: -20%; B: -2%; C: i; D: 0%; E: 10%; F: 31%; G: 4%; H: -16%; I: i

> COc1ccc(CCNC(=O)c2cc(=O)[nH]c3ccccc23)cc1
  A: 14%; B: -2%; C: i; D: 7%; E: 2%; F: 11%; G: -17%; H: 1%; I: i

> CN1CC2([N+](=O)[O-])CC=C(OCCO)C([N+](=O)[O-])(C1)C2 (configuration not stated)
  A: 4%; B: 3%; C: i; D: 65%[activator]; E: -3%; F: -18%; G: 3%; H: -2%; I: i

> COc1cc(/C=C/c2ccc3cccc(O)c3n2)cc(Br)c1OC
  A: 4.5µM*; B: -2%; C: -11%; D: ?; E: -3%; F: -9%; G: -4%; H: 14%; I: i

> Cc1ccc(C)c(NC(=O)c2ccc3nc(CCc4ccccc4)oc3c2)c1
  A: 11%; B: ·; C: -4%; D: 1%; E: ·; F: 3%; G: -1%; H: 19%; I: ·

> O=C(NCc1ccccc1)c1ccc(CSc2nc3cccnc3n2Cc2cccc(F)c2)cc1
  A: ?; B: ·; C: -13%; D: -2%; E: ·; F: 28%; G: -8%; H: 6%; I: ·

> CC(C)C(=O)NC(=S)N1CCc2ccccc21
  A: -16%; B: 0%; C: i; D: ?; E: 1%; F: ·; G: 5%; H: -22%; I: i

> COc1cc(NC(=O)c2ccno2)cc(C(=O)Nc2cccc(C(F)(F)F)c2)c1
  A: ?; B: -7%; C: -4%; D: -12%; E: -14%; F: ?; G: 4%; H: 0%; I: i

> CCOc1cc(N2CCOCC2)c(OCC)cc1NC(=O)C1=NN(c2cccc(C)c2)C(=O)CC1
  A: 6%; B: 0%; C: i; D: 2%; E: 7%; F: 11%; G: -2%; H: 24%; I: i

> COc1cccc(N2C(=NC(=O)CCc3ccccc3)SC3CS(=O)(=O)CC32)c1 (configuration not stated)
  A: 13%; B: 0%; C: i; D: -8%; E: 0%; F: 16%; G: 9%; H: 14%; I: i

> CC1CC(C)CN(S(=O)(=O)c2ccc(F)c(C(=O)NC3CCCCC3C)c2)C1 (configuration not stated)
  A: -6%; B: ·; C: -27%; D: 2%; E: 3%; F: -15%; G: 3%; H: 13%; I: i

> O=c1[nH]cc(N(CCO)CCO)c(=O)[nH]1
  A: 15%; B: -3%; C: i; D: -7%; E: 0%; F: -5%; G: -12%; H: -13%; I: i

> CCOCCn1c(C)c(C(=O)OCC)c2cc(O)c3ccccc3c21
  A: -20%; B: -1%; C: i; D: -24%; E: -5%; F: ·; G: -7%; H: 22%; I: i

> COc1ccc2cc(CCNC(=O)C3CCCC3)c(=O)[nH]c2c1
  A: 13%; B: 1%; C: i; D: -6%; E: 2%; F: -15%; G: -9%; H: -2%; I: i

> c1coc(-c2nc3ccccn3c2Nc2ccc3c(c2)OCCO3)c1
  A: -9%; B: ·; C: i; D: -3%; E: ·; F: 15%; G: 4%; H: 18%; I: ·

> Cc1cc(=O)[nH]c(SCC(=O)Nc2ccc(Cl)cn2)n1
  A: -23%; B: -4%; C: i; D: 9%; E: -9%; F: 1%; G: -9%; H: 4%; I: i

> COc1ccc(-c2nc3ccccc3o2)cc1NC(=O)COc1ccc(C(C)(C)C)cc1
  A: 16%; B: ·; C: -16%; D: 7%; E: -2%; F: 26%; G: -4%; H: 24%; I: ·
